Compound activity from PubChem BioAssay.
mIAP block: inhibitors of mouse IAP, primary screen, biochemical, luminescence, uHTS; purified mouse IAP, CDP-Star luminescence, 30 min; inhibition, % at 10 µM; 0.2% of 330,000 active; AID 2806, 2010;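 active = inhibition of at least 40% at 10 µM in the primary screen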;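 also: plate controls were DMSO with enzyme for no effect and no enzyme wells for full effect; values of inactives mirror those of a sister screen read the other way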
PfG6PD inh: PfG6PD enzyme inhibitors, primary screen, biochemical, fluorescence intensity, uHTS. 0.78% of 350,000 active. PfGluPho enzyme, NADPH resazurin-diaphorase fluorescence. inhibition, % at 20 µM. AID 504690, 2011. glucose-6-phosphate dehydrogenase-6-phosphogluconolactonase (Plasmodium falciparum 3D7);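 active = inhibition reaching at least a set limit at 20 µM in the primary screen, cut at about 59% in these data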;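 also: 0% = DMSO wells with substrate and 100% = DMSO wells lacking glucose-6-phosphate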
hIAP activ: human IAP activators, primary screen, biochemical, luminescence, uHTS; activation factor at 10 µM; 0.16% of 330,000 active; AID 2524, 2010; purified human IAP, CDP-Star luminescence, 30 min; hits give high values; 1 = vehicle-only enzyme, 0 = enzyme-free background; Intestinal-type alkaline phosphatase (Homo sapiens), P09923;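 active = activation factor of the enzyme at least 2-fold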; also: the source names both 10 and 20 µM as test concentration; values of inactives mirror those of a sister screen read the other way
A3A deaminase: APOBEC3A ssDNA deaminase inhibitors, primary screen, selectivity assay for APOBEC3G inhibitor project, biochemical, FAM/TAMRA oligo cleavage fluorescence; recombinant A3A, FAM/TAMRA ssDNA deamination fluorescence; 0.41% of 330,000 active; DNA dC->dU-editing enzyme APOBEC-3A (Homo sapiens), P31941; AID 493011, 2011; inhibition, % at 20 µM;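 active = at least 40% inhibition at 20 µM here, with at most 30% in a related deaminase screen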;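 also: plate controls were A3A with DMSO for no effect and wells lacking A3A enzyme for full effect; some results filed as inactive read as strong as hits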
HKDC1 inhibitor: HKDC1 hexokinase inhibitors, primary screen, biochemical, fluorescence, uHTS; recombinant HKDC1, G6PDH/diaphorase resazurin coupled fluorescence; inhibition, % at 20 µM; 0.16% of 340,000 active; AID 493160, 2011;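 active = inhibition above about 35% when tested at 20 µM, limit read from the data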;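 also: plate controls were DMSO wells with enzyme for no effect and DMSO wells lacking enzyme for full effect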
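Assay system – recombinant HKDC1 (HK5) hexokinase enzyme, produced in-house · Input – HKDC1 at 5 µg/mL · Reagent – glucose plus 1 mM ATP as hexokinase substrates · Timing – 90 min reaction incubation at room temperature, dark · Measured by – G6PDH/diaphorase-coupled fluorescence, 1 mM NADP, 100 µM resazurin, 525/613 nm · Benchmarks – DMSO-enzyme wells negative, buffer-substituted wells positive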
ATG4B inh: ATG4B protease inhibitors, primary screen, biochemical, fluorescence, uHTS; ATG4B cleavage of LC3-PLA2, NBD-HPC fluorescence, 1 h; AID 504462, 2011; 0.51% of 340,000 active; Cysteine protease ATG4B (Homo sapiens), Q9Y4P1; inhibition, % at 8.33 µM; in the data active = inhibition above about 40%
hIAP inh: human IAP inhibitors, primary screen, biochemical, luminescence, uHTS. Intestinal-type alkaline phosphatase (Homo sapiens), P09923. purified IAP, CDP-Star luminescence, 30 min. inhibition, % at 10 µM. 0.12% of 330,000 active;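 active = inhibition reaching a set limit with compound at 10 µM in the primary screen, cut at about 35% in these data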;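 also: plate controls were DMSO wells with enzyme for no effect and no-enzyme buffer wells for full effect; values of inactives mirror those of a sister screen read the other way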
mIAP act: activators of mouse IAP, primary screen, biochemical, luminescence, uHTS. intestinal alkaline phosphatase [Mus musculus]. muIAP, CDP-Star luminescence, 30 min; hits give high values; 1 = vehicle-only enzyme signal, 0 = enzyme-free wells. activation factor at 10 µM. 0.24% of 330,000 active. AID 2805, 2010;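 active = activation factor of at least 2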; also: the source names both 10 and 20 µM as test concentration; values of inactives mirror those of a sister screen read the other way
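System: mouse IAP enzyme. Reagent: CDP-Star chemiluminescent phosphatase substrate. Benchmarks: DMSO wells, no-enzyme wells. Times: 30 min enzyme-substrate-compound incubation at room temperature. Detection: luminescence from enzymatic CDP-Star hydrolysis. Doses: test compounds delivered from DMSO solution.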
* hit, by the source's call; . = no result given. Outcome played no part in choosing rows (roughly 2.4% active in at least one column).

SMILES	mIAP block	PfG6PD inh	hIAP activ	A3A deaminase	HKDC1 inhibitor	ATG4B inh	hIAP inh	mIAP act
O=C(Nc1ccc2c(c1)OCO2)c1nn(-c2ccccc2)c(=O)c2ccccc12	8.5	-5.9	0.935	2.1	1.8	-2.1	6.5	0.915
O=S(=O)(NCc1ccc(F)cc1)c1cc(Br)ccc1Br	9.2	14.1	0.889	-1.5	3.0	-5.5	11.1	0.908
Cc1ccc(-n2ncc(-c3nn[nH]n3)c2N)cc1	-4.3	-1.2	1.02	-0.4	-3.6	-1.2	-1.8	1.04
O=C(/C=C/c1ccccc1)NC(=S)Nc1ccccc1	11.1	8.8	0.939	-6.4	-4.5	4.1	6.1	0.889
CCC(Oc1ccccc1)C(=O)NCc1ccc(S(N)(=O)=O)cc1 (stereo not given)	8.3	-9.9	1.09	-1.0	-2.1	-0.2	-9.6	0.917
COc1ccc(NC(=O)CCCC2CCCCC2)c(OC)c1	14.8	-4.5	1.01	-1.2	2.6	-2.0	-1.3	0.852
Cc1nnc(NC(=O)CCC(=O)NC2CCCCCCC2)s1	0.3	-3.4	0.944	-1.3	0.5	-6.2	5.6	0.997
Cc1ccc(-c2c[nH]c(=S)n2-c2ccccc2F)cc1	-0.3	43.4	1.39	1.6	-5.4	-14.3	-39.3	1
N#Cc1sc2nc3c(c(-c4cccnc4)c2c1N)CCC3	7.3	-5.2	1.34	-1.6	11.0	-3.9	-33.7	0.927
CCn1cc([N+](=O)[O-])c(C(=O)Nc2nc(-c3ccc(C)c(C)c3)c(C)s2)n1	5.6	3.9	1.06	3.1	-10.0	8.5	-6.3	0.944
COc1ccc(C(=O)OCC(=O)Nc2ccc(Cl)c(C(F)(F)F)c2)c(OC)c1OC	-13.5	22.2	1.06	0.4	-7.6	-3.5	-6.2	1.14
CC(C)n1c(SCC(=O)Nc2ccccc2)nc2c1c(=O)n(C)c(=O)n2C	-4.8	-20.5	0.971	-0.1	-4.4	-1.8	2.9	1.05
COc1cc(S(=O)(=O)n2c(C)nc3ccccc32)ccc1F	-1.1	6.4	0.853	3.3	-5.3	10.1	14.7	1.01
Cn1nccc1C(=O)OCC(=O)Nc1ccccc1Cl	10.6	-0.7	0.948	-0.7	-5.8	-5.2	5.2	0.894
CC(C)Oc1ccc(Nc2ncnc3ccccc23)cc1	-4.5	41.5	0.957	-5.5	6.5	-4.0	4.3	1.04
O=C(/C=C/NNC(=O)c1ccc(Br)cc1)c1ccccc1	17.3	-12.7	0.962	0.8	-9.8	-9.1	3.8	0.827
CCOC(=O)C1=C(C)N(C[C@@H]2CC[C@@H](Cc3ccc(-c4ccccc4)cc3)O2)C(=O)NC1c1cccc2ccccc12 (stereo not given in full)	-4.3	5.9	.	2.6	8.7	2.5	.	1.09
CN(CCc1ccccn1)C(=O)Nc1cc(Cl)cc(Cl)c1	-26.8	-4.5	1.15	-1.6	-2.8	-3.7	-14.7	1.27
CCOC(=O)c1c(C)[nH]c(C)c1C(=O)COC(=O)c1ccc([N+](=O)[O-])s1	-1.8	31.0	1.02	5.3	9.3	-11.3	-2.1	1.02
Cc1ccc(C(=O)c2cccc(N)c2)cc1C	7.9	11.6	0.927	0.5	-6.6	-15.5	7.3	0.921
Cc1ccc(S(=O)(=O)N(Cc2ccc(C(F)(F)F)cc2)C(=O)N2CCN(C)CC2)cc1	5.1	2.3	1.03	1.2	-7.0	-4.8	-2.7	0.949
OCCNc1nc(Nc2ccc(Br)cc2)nc2ccccc12	4.8	40.7	0.985	-2.7	-4.0	-5.3	1.5	0.952
Cc1ccc(C(=O)C(C)Oc2cccc(NC(=O)c3ccco3)c2)cc1 (stereo not given)	3.5	-1.8	1.11	-2.0	-4.0	5.0	-11.4	0.965
CN(Cc1ccco1)S(=O)(=O)c1ccc2c(c1)CCN2C(=O)CCC(=O)O	18.6	-6.3	0.997	1.1	-5.3	-3.8	0.3	0.814
CCCNC(=O)C(Cc1ccccc1)NC(=O)c1cccc([N+](=O)[O-])c1 (stereo not given)	1.1	3.0	1.1	-2.2	-7.6	-1.8	-10.0	0.989
Cc1ccccc1NC(=O)c1cccc(N2C(=O)C3C4CCC(C4)C3C2=O)c1 (stereo not given)	9.1	-4.1	1.03	-2.0	4.8	-12.7	-3.4	0.909
COc1cc(OC)cc(C(=O)NNC(=O)CNC(=O)c2ccc(Br)o2)c1	8.7	-5.0	1.02	1.0	-4.5	4.2	-1.9	0.913
O=c1c2c(ncn2C2CCCC2)n(Cc2ccccc2)c(=O)n1CCOc1ccc(Br)cc1	2.4	1.0	0.954	1.7	2.0	8.8	4.6	0.976
COCc1cc(C)nc(SCc2ccccc2Cl)c1C#N	5.3	-17.3	0.938	-1.3	5.1	-0.4	6.2	0.947
COc1ccc(S(=O)(=O)N(CC(=O)N/N=C/c2cccs2)c2ccc(C)cc2)cc1OC	-0.1	-9.5	1.03	-3.1	-2.6	-8.0	-3.3	1
Cc1cc(C)c2nc(NNC(=O)c3cc(=O)c4ccccc4o3)sc2c1	23.6	18.7	1.97	-1.5	-18.6	5.2	-97.4	0.764
OCC1CCCCN1CCNCc1cn[nH]c1-c1cccc2ccccc12 (stereo not given)	-7.2	6.1	1.17	-3.8	-5.0	-1.6	-17.1	1.07
Cn1cccc1-c1cc(C(=O)N/N=C/c2cccc(O)c2)[nH]n1	18.4	13.7	0.987	-3.7	4.3	-4.5	1.3	0.816
Cc1ccc(C)c(NC(=S)NNC(=O)c2csc(C)c2)c1	9.2	-3.0	1.75	2.0	-12.1	-15.8	-74.8	0.908
COc1cc(C)nc(NC(=S)N(C)C(=O)c2ccccc2)n1	0.5	8.5	1.05	-1.4	-0.2	1.1	-5.5	0.995
CC(C)Nc1nc(Oc2cccc(Cl)c2Cl)cc(C(F)(F)F)n1	4.8	9.0	0.944	-4.2	4.4	6.6	5.6	0.951
COc1ccc(CNC(=O)C2CCN(S(=O)(=O)N3CCCCC3)CC2)c(OC)c1	9.8	-6.4	1.09	-2.6	1.2	-4.0	-8.7	0.902
Cc1ccc(-c2cn3cccnc3n2)cc1NC(=O)c1c(-c2ccccc2Cl)noc1C	9.9	-6.8	0.773	-2.7	-7.5	7.2	22.7	0.901
COc1ccccc1CC(=O)N1CCCC(CCC(=O)NCc2ccccc2F)C1 (stereo not given)	6.6	-16.0	0.919	-0.3	-6.2	-2.2	8.1	0.934
O=C(CSc1n[nH]c(-c2ccccn2)n1)Nc1ccc(Cl)cc1	15.1	-24.8	1.07	-4.9	-2.1	5.9	-7.4	0.849
Clc1ccc2c(NCc3ccco3)ncnc2c1	-1.0	9.8	0.939	-1.6	-2.8	0.7	6.1	1.01
Nn1nnc2ccccc21	-5.2	-9.1	1.14	3.5	-1.9	1.9	-14.0	1.05
CCOC(=O)CC(=O)COc1nc2cc3c(nc2o1)CCCC3	-0.5	-0.3	0.879	-7.1	5.9	-4.4	12.1	1
CC(C)CC(=O)Nc1c2c(nn1-c1ccc(F)cc1)CS(=O)C2 (stereo not given)	-0.7	7.3	1.16	18.2	-2.9	-6.8	-16.1	1.01
CCOc1ccc(S(=O)(=O)n2cc(-c3ccc(F)cc3)c(N)n2)cc1	-1.4	12.9	0.954	4.5	5.2	-1.7	4.6	1.01
COc1cccc(Nc2nnc(SCC(=O)N(CC(C)C)CC(C)C)s2)c1	-15.6	2.1	0.95	-1.0	-1.3	-3.8	5.0	1.16
Cc1ccc(Nc2nc(N3CCOCC3)nc(N3CCOCC3)n2)cc1	-8.9	15.2	1.01	-0.5	11.8	3.0	-0.8	1.09
CC(=O)c1cccc(NC(=O)COC(=O)C2CCCN2C(=O)c2cccs2)c1 (stereo not given)	15.9	-21.8	1.09	-1.9	-11.2	3.7	-9.5	0.841
CCOc1ccc(C(=O)CCC(=O)NNC(=O)c2ccncc2)cc1	12.0	9.0	1	-1.0	-4.3	-8.0	-0.3	0.88
CCCc1cc(=O)[nH]c(SCC(=O)N(C)C2CCS(=O)(=O)C2)n1 (stereo not given)	-5.5	-35.0	1.02	-0.3	-4.3	-7.0	-1.7	1.05
CC1(C)Cc2c(ccc3ccccc23)C(NNC(=O)c2cccnc2)=N1	1.1	-1.6	0.932	-1.6	0.1	4.3	6.8	0.989
S=C(Nc1ccc(Nc2ccccc2)cc1)Nc1ccccn1	1.0	9.3	0.757	1.5	-4.9	18.8	24.3	0.99
CCONC(=O)Nc1ccccc1[N+](=O)[O-]	6.2	6.0	0.903	-0.9	-7.7	35.4	9.7	0.938
CCN(c1cc(C)cc(C)c1)S(=O)(=O)c1nnc(NC(=O)C(C)C)s1	-3.8	-4.4	1.02	0.0	0.8	10.8	-2.5	1.04
S=C(c1ccc(-c2ccccc2Cl)o1)N1CCCCC1	4.4	-0.7	0.954	-5.5	-1.4	2.2	4.6	0.956
O=C(Nc1cccc2nsnc12)c1cccnc1	-3.4	4.7	0.97	6.7	-4.5	-6.7	3.0	1.03
COc1ccc(N2CCN(CCCNS(=O)(=O)c3c(C)noc3/C=C/N(C)C)CC2)cc1	6.1	.	0.922	-6.0	.	.	7.8	0.939
COCCCNCCOc1ccc(C(C)(C)c2ccccc2)cc1	-6.5	15.8	1.08	-3.7	-6.2	7.4	-8.2	1.06
CC1(C)CC(=O)c2sc(NC(=O)c3ccccc3)nc2C1	6.8	.	0.945	3.3	.	.	5.5	0.932
O=c1c(Cl)c(Nc2cccc(Cl)c2)cnn1-c1nc2ccccc2s1	10.1	-5.9	0.915	-4.4	19.0	-7.0	8.5	0.899
Continued:
SMILES	mIAP block	PfG6PD inh	hIAP activ	A3A deaminase	HKDC1 inhibitor	ATG4B inh	hIAP inh	mIAP act
COc1ccc(-c2ccnc(-c3ccc(O)cc3)n2)cc1	7.0	-7.1	1.03	-1.7	-2.7	-20.8	-2.8	0.93
CC1NC(=O)NC1CCCCC(=O)O (stereo not given)	-7.1	-1.7	1.1	-4.8	-4.1	-10.3	-9.8	1.07
COc1ccc(C(=O)NCc2nnc(SCC(=O)NCc3ccco3)o2)cc1	-0.5	12.1	1.05	-4.0	-1.6	-16.0	-5.1	1
CCOCN(C(=O)Cn1cnc2ccccc21)c1c(C)cccc1CC	-6.9	-7.6	1	5.6	-8.5	-2.0	-0.4	1.07
Cc1cccc(Nc2nc(N)nc(CSc3nccn3C)n2)c1	-2.4	-2.7	1.17	5.3	-4.5	-10.5	-17.2	1.02
CC[C@H](C)[C@H](NC(N)=O)C(=O)NCCc1ccc(OC)cc1	-3.4	-13.8	1.02	13.2	-6.7	-2.1	-2.4	1.03

Shown field by field: 2 of the compounds above.
CC[C@H](C)[C@H](NC(N)=O)C(=O)NCCc1ccc(OC)cc1
- mIAP block: -3.4
- PfG6PD inh: -13.8
- hIAP activ: 1.02
- A3A deaminase: 13.2
- HKDC1 inhibitor: -6.7
- ATG4B inh: -2.1
- hIAP inh: -2.4
- mIAP act: 1.03

Cc1cccc(Nc2nc(N)nc(CSc3nccn3C)n2)c1
- mIAP block: -2.4
- PfG6PD inh: -2.7
- hIAP activ: 1.17
- A3A deaminase: 5.3
- HKDC1 inhibitor: -4.5
- ATG4B inh: -10.5
- hIAP inh: -17.2
- mIAP act: 1.02
